Screening data as filed in PubChem BioAssay.
STEP inh: inhibitors of human striatal-enriched phosphatase STEP; P54829; recombinant STEP, OMFP fluorogenic substrate, fluorescence; inhibition, % at 20 µM; hit rate 0.25% among 360,000; AID 588621;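 active = inhibition at 20 µM, scaled per plate between control wells, above about 37%, limit read from the data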;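 note: 0% = DMSO with enzyme and substrate and 100% = substrate only without enzyme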
Target sequence (P54829 whole entry, looked up): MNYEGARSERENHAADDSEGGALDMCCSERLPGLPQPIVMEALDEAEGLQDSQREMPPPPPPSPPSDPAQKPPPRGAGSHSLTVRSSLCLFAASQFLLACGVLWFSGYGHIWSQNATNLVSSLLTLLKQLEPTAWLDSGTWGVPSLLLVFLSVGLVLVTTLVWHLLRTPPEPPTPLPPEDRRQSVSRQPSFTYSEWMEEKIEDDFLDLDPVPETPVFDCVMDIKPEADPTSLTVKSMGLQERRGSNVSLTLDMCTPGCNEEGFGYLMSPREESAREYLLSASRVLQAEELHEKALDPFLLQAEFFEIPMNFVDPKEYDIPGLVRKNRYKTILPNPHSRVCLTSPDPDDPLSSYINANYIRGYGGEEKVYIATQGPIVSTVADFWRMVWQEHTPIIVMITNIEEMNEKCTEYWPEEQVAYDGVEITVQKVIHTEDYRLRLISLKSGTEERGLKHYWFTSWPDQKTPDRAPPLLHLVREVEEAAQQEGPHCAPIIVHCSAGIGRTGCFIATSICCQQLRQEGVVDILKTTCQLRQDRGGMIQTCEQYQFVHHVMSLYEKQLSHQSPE
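Material: STEP (striatal-enriched tyrosine phosphatase) enzyme, cell-free | Medium: 50 mM Bis-Tris pH 6.0 with 2.5 mM DTT and 0.005% Tween 20 | Read-out: Percent inhibition scaled to no-enzyme and uninhibited-enzyme controls, plate-pattern corrected | Signal: Fluorescence read at 480 nm ex / 540 nm em | Times: 20 min reaction, room temperature, in the dark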
MT1-MMP act inh: inhibitors of human MT1-MMP activation; AID 651647; hit rate 0.061% among 360,000; GFP/RFP ratio change, % at 20 µM; HT1080 RFP-PRO-GFP cells, GFP/RFP ratio fluorescence, overnight; percent of plate control window, DMSO zero;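 active = GFP/RFP ratio change of at least 30% with cell ATP level not reduced by more than half and red fluorescence within 50% of control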; note: strong numbers were not always called active
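Compound: 20 µM single dose, 1% DMSO / System: HT1080 RFP-PRO-GFP cells / Controls: DMSO and RFP-L50D-GFP cell wells / Read-out basis: GFP/RFP fluorescence ratio / Schedule: overnight compound exposure at 37 °C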
CendR NRP1 mod: alters CendR peptide binding to human NRP-1 | O14786 | FAM-RPARPAR peptide binding to NRP-1, fluorescence polarization | inhibition, % at 25 µM | hit rate 0.85% among 360,000 | AID 602438;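 active = inhibition or corrected inhibition above about 18%, plus a signal ratio from 0.5 to 1.5, limit read from the data, passing the limit was not always enough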; note: strong numbers were not always called active
SKN-1 block: inhibitors of C. elegans SKN-1; C. elegans VP596 Pgst-4::GFP/RFP ratio, acrylamide-induced, 24 h; hit rate 0.49% among 360,000; inhibition, % at 21.8 µM; AID 624304;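 active = interference check ratio from 0.5 to 1.5 plus GFP to RFP signal ratio inhibition reaching or exceeding a fixed threshold, cut at about 30% in these data, passing the limit was not always enough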; note: some compounds called inactive have numbers as strong as hits
Rpn11 inh: blocks the human proteasome subunit Rpn11 | AID 588493 | hit rate 0.59% among 360,000 | O00487 | calls only at 20 µM | human 26S proteasome, Ub4-pepOG fluorescence polarization; 20S core pre-blocked with epoxomicin;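 active = inhibition at 20 µM, scaled to each plate's controls, above about 33%, limit read from the data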
DNMT1 block: DNMT1 (human) enzyme inhibition; inhibition (reported as % activation of signal), % at 10 µM; P26358; AID 588458; hit rate 0.83% among 360,000; DNMT1 molecular beacon, Hinp1I cleavage, fluorescence; in the data active = inhibition above about 50%
Scp1 inh: inhibitors of human Scp-1 phosphatase. Recombinant Scp1, phosphopeptide, malachite green phosphate absorbance. Q9GZU7. AID 493091. hit rate 0.88% among 340,000. inhibition, % at 20 µM;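 active = inhibition above about 50% at 20 µM, limit read from the data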;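 note: plate controls were DMSO wells with enzyme for no effect and wells lacking enzyme for full effect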
Target sequence (Q9GZU7 76-261 limits assumed): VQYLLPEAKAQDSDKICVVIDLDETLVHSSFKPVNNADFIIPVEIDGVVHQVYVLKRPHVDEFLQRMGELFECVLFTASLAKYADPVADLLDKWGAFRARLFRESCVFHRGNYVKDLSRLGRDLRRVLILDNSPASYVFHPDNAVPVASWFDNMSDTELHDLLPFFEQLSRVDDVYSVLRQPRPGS
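Incubation: 45 min enzyme reaction at room temperature / System: truncated SCP-1 phosphatase (76-261aa) / Reagent: Phospho 17-mer peptide substrate / Buffer or medium: Acidic Tris acetate buffer with magnesium and detergent / Signal: absorbance at 630 nm / Doses: one concentration, 20 µM, with 1.0% DMSO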
LMPTP inh: LMPTP (human) inhibition; recombinant LMPTP-A, OMFP fluorogenic substrate, fluorescence intensity; inhibition, % at 20 µM; hit rate 0.22% among 360,000;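 active = compounds that cut the enzyme signal by at least half of the control window in the single-dose screen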;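 note: plate controls were DMSO wells with enzyme plus substrate for no effect and substrate without enzyme for full effect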
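Test system: LMPTP-A phosphatase enzyme; input: 0.625 nM LMPTP-A final; reagent: OMFP substrate, 400 µM final; compound dosing: 20 µM single dose, 3% DMSO; incubation: 50 min dark incubation at room temperature; measured by: endpoint fluorescence intensity from OMFP dephosphorylation; measure: % inhibition relative to no-enzyme and uninhibited control wells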
NadD inh: inhibitors of Staphylococcus aureus NadD; purified NadD enzyme, colorimetric absorbance read-out; inhibition, % at 20 µM; hit rate 0.78% among 360,000; in the data active = inhibition above about 26%; note: some compounds past the cut are filed as inactive
SUMO1-SIM PPI: SUMO1-SIM interaction modulation; AID 602429; SUMO1 binding to a labelled peptide, TR-FRET, 1 h; hit rate 0.33% among 360,000; inhibition, % at 20 µM; P63165; in the data active = inhibition above about 37%
Target sequence (P63165 whole entry, looked up): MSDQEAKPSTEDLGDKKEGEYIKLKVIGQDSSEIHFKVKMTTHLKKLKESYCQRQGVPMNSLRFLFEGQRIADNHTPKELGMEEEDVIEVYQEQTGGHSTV
* marks the source's active call; other numbers are inactive results; i = inactive; · = not tested or not shown.

1) CCCCN(CCNP(=O)(OCC)OCC)CP(=O)(OCC)OCC
2) COc1ccc(C)cc1NC(=O)CN1C(=O)COc2ccc(S(=O)(=O)N3CCCCCC3)cc21
3) CC1Cc2ccccc2N1C(=O)C1CCCCN1S(=O)(=O)c1ccccc1 (stereo not given)
4) Cc1cccc(CSCC(=O)N2CCN(S(=O)(=O)c3ccccc3C#N)CC2)c1
5) Oc1c(CN2CCOCC2)ccc2ccccc12
6) Cc1cc(C)cc(-n2ncc3c2CCCC3NC(=O)C2(C(N)=O)CC2)c1 (stereo not given)

Assay by compound,1,2,3,4,5,6
STEP inh,3,-1,-3,-1,0,-2
MT1-MMP act inh,2,3,-2,1,-9,4
CendR NRP1 mod,10,10,10,12,-8,3
SKN-1 block,-16,9,1,24,9,3
Rpn11 inh,i,i,i,i,i,i
DNMT1 block,0,-3,1,-6,-19,2
Scp1 inh,-4,-6,-5,·,-5,-9
LMPTP inh,-0.2,2.3,0.0,-1.1,1.1,-1.3
NadD inh,-3,2,-1,-7,5,-3
SUMO1-SIM PPI,-5,0,0,3,-6,-1

7) CC(C)CN(C(=O)COC(=O)c1ccc(Br)cc1)c1c(N)n(Cc2ccccc2)c(=O)[nH]c1=O
8) O=C1NC[C@H](CCCCN2C[C@H](Cc3ccc(O)cc3)N(CCc3ccccc3)C(=O)C2=O)N(CCc2ccccc2)C1=O
9) O=C(O)/C=C/C(=O)Nc1ccc(C(=O)c2ccccc2)cc1
10) Cc1ccc(NC(=O)CNC(=O)c2ccc(OC(F)F)cc2)cc1S(=O)(=O)N1CCCCCC1
11) COc1ccc(NC(=S)Nn2cnnc2)c(OC)c1
12) CCCc1nc(SCC(=O)c2ccc(F)cc2)c2ccccc2n1

Assay by compound,7,8,9,10,11,12
STEP inh,-2,·,0,-3,7,6
MT1-MMP act inh,-4,1,-1,2,8,-3
CendR NRP1 mod,2,7,4,-1,44*,6
SKN-1 block,-10,12,-1,-4,-22,-1
Rpn11 inh,i,·,i,i,i,i
DNMT1 block,4,·,-1,-14,-12,17
Scp1 inh,-3,·,-3,-10,-4,-1
LMPTP inh,-4.5,-0.9,-2.1,3.0,3.0,3.4
NadD inh,-2,10,1,-3,2,1
SUMO1-SIM PPI,2,10,3,5,1,-9

13) Cc1[nH]c(=O)[nH]c(=O)c1S(=O)(=O)Nc1ccc(Cl)c([N+](=O)[O-])c1
14) CCc1nnc(NC(=O)CCC(=O)N2CCCC(O)C2)s1 (stereo not given)
15) Cn1c2ccccc2c2cc(C(=O)NNC(=O)CCl)sc21
16) CC(=O)N1CCN(c2ccc(NC(=S)NC(=O)c3ccc(C)c([N+](=O)[O-])c3)cc2)CC1
17) O=S(=O)(Cc1cc(N2CCOCC2)nc(-c2ccccn2)n1)c1ccccc1
18) COc1ccc(C(=O)NCCn2cc(SCC(=O)NCc3ccco3)c3ccccc32)cc1

Assay by compound,13,14,15,16,17,18
STEP inh,0,0,1,1,1,2
MT1-MMP act inh,1,1,0,1,-12,-7
CendR NRP1 mod,0,6,-3,2,-2,-3
SKN-1 block,-2,-12,5,1,-2,-9
Rpn11 inh,i,i,i,i,i,i
DNMT1 block,-2,-2,-2,-1,-1,-12
Scp1 inh,-12,6,-8,-3,2,3
LMPTP inh,-1.6,0.0,0.9,-0.3,1.5,-1.1
NadD inh,-5,5,-15,4,-1,-3
SUMO1-SIM PPI,-13,-3,2,-9,-2,0

Continued, overlapping the part above by 2 compounds.
17) O=S(=O)(Cc1cc(N2CCOCC2)nc(-c2ccccn2)n1)c1ccccc1
18) COc1ccc(C(=O)NCCn2cc(SCC(=O)NCc3ccco3)c3ccccc32)cc1
19) CN(C)C(CNc1ncnc2ccccc12)c1c(F)cccc1Cl (stereo not given)
20) Cc1nc2ccc(NC(=O)c3cccc(S(=O)(=O)N4CC(C)OC(C)C4)c3)cc2s1 (stereo not given)
21) CC(=O)N(CN1C(=O)c2ccc([N+](=O)[O-])cc2C1=O)c1cccc(C(=O)O)c1
22) Cc1ccc(CNC(=O)C2(C)CCN2C(=O)Cc2ccc(C(C)(C)C)cc2)cc1 (stereo not given)
23) Clc1ccc(Oc2nc3c(Cl)cccc3s2)cc1Cl
24) CCOc1ccccc1NC(=O)COc1cccc(-n2cnnn2)c1

Assay by compound,17,18,19,20,21,22,23,24
STEP inh,1,2,-3,1,-4,0,-4,4
MT1-MMP act inh,-12,-7,0,-6,-5,8,-1,6
CendR NRP1 mod,-2,-3,17,-25,-8,-2,5,-5
SKN-1 block,-2,-9,-2,11,9,-8,8,9
Rpn11 inh,i,i,i,i,i,i,i,i
DNMT1 block,-1,-12,-1,-5,-3,0,6,-2
Scp1 inh,2,3,2,8,-3,·,-11,-7
LMPTP inh,1.5,-1.1,4.8,1.8,-2.2,0.6,-0.2,-0.8
NadD inh,-1,-3,-3,5,0,-1,-1,-1
SUMO1-SIM PPI,-2,0,8,5,-21,-7,5,5

25) CN(C)c1ccnc(Nc2ccc(F)cc2)c1C#N
26) CCNc1nc(SC(C(C)=O)C(C)=O)nc(N(C)C)n1
27) O=C(Cc1ccc(Br)cc1)OCC(=O)N1CCOCC1
28) COCCCn1c(=O)c2ccccc2c2ccccc2c1=O
29) CC(=O)c1cccc(NC(=O)CSc2nnnn2C2CCCC2)c1
30) O=C(NCCc1ccccc1)C1CCN(S(=O)(=O)c2ccccc2)CC1

Assay by compound,25,26,27,28,29,30
STEP inh,-2,2,2,-7,3,-4
MT1-MMP act inh,4,7,2,2,1,-1
CendR NRP1 mod,-5,18,5,-4,-2,-6
SKN-1 block,-1,9,13,10,-10,-20
Rpn11 inh,i,i,i,i,i,i
DNMT1 block,3,2,-1,1,1,0
Scp1 inh,-4,-9,-4,-5,-4,-6
LMPTP inh,0.0,-0.6,-1.7,0.5,-1.4,-1.8
NadD inh,-3,-5,0,-1,-6,3
SUMO1-SIM PPI,0,-1,3,2,5,0

As entered above.
Result of `CN(C)c1ccnc(Nc2ccc(F)cc2)c1C#N` under Scp1 inh: -4
Result of `CCNc1nc(SC(C(C)=O)C(C)=O)nc(N(C)C)n1` under LMPTP inh: -0.6
Result of `COCCCn1c(=O)c2ccccc2c2ccccc2c1=O` under SUMO1-SIM PPI: 2
Result of `CC(=O)c1cccc(NC(=O)CSc2nnnn2C2CCCC2)c1` under LMPTP inh: -1.4
Result of `O=C(NCCc1ccccc1)C1CCN(S(=O)(=O)c2ccccc2)CC1` under MT1-MMP act inh: -1

Next section:
31) CCCCn1c(SCc2ccc(C(=O)OC)o2)nc2cc(S(N)(=O)=O)ccc21
32) CCN1C[C@@H]2[C@@H]3C(=O)N(Cc4ccccc4)C(=O)[C@@H]3[C@](C)(C(=O)OC)N2C1=NC1CCCCC1
33) COc1ccc(CCN2CCC(Nc3nc4ccccc4n3Cc3ccc(F)cc3)CC2)cc1
34) Cc1ccc(NC(=O)NCc2ccncc2)cc1Cl
35) CCOC(=O)C1CCCN(Cc2cc(OC)c(O)c(OC)c2)C1 (stereo not given)
36) C=C(Br)CN1CCN(CC(=C)Br)CC1

Assay by compound,31,32,33,34,35,36
STEP inh,1,-3,4,-1,4,-11
MT1-MMP act inh,2,6,0,1,2,5
CendR NRP1 mod,-2,8,-7,2,3,10
SKN-1 block,5,-14,-2,5,1,1
Rpn11 inh,i,i,i,i,i,i
DNMT1 block,1,2,-9,1,3,2
Scp1 inh,1,9,-4,4,-10,-3
LMPTP inh,-0.5,-1.2,28,-1.4,-1.0,-3.0
NadD inh,-3,-2,5,4,1,-4
SUMO1-SIM PPI,-4,2,-2,-1,2,1

37) c1ccc(-c2nc(NCc3cccs3)c3ccccc3n2)cc1
38) O=C(CN1CCN(Cc2ccc3c(c2)OCO3)CC1)NCC(F)(F)F
39) CCc1nnc(NC(=O)CSc2nc3cc(OC)c(OC)cc3cc2C)s1
40) Cc1cc(NS(=O)(=O)c2ccc(NC(=O)CN3C(=O)NC(C)(c4ccccc4)C3=O)cc2)nc(C)n1 (stereo not given)
41) Cc1ccnc(NC(=O)COc2ccc3c(c2)CCC3)c1
42) CCC(C)(C)c1ccc(OCCCC[n+]2ccccc2)c(C(C)(C)CC)c1

Assay by compound,37,38,39,40,41,42
STEP inh,-2,-3,3,0,1,3
MT1-MMP act inh,4,0,3,0,-1,-50
CendR NRP1 mod,10,12,8,3,0,4
SKN-1 block,12,13,3,-8,4,-4
Rpn11 inh,i,i,i,i,i,i
DNMT1 block,-7,-1,-2,-2,2,19
Scp1 inh,3,-3,3,5,-2,·
LMPTP inh,38,-0.7,1.3,-1.4,1.0,-6.7
NadD inh,-5,-5,-5,1,-2,12
SUMO1-SIM PPI,6,1,7,6,2,0

43) Clc1ccc(Cc2nc(-c3cccnc3)no2)cc1
44) O=c1[nH]c(=S)[nH]c2c1C(c1ccccc1)OC(C1CCCCC1)C2 (stereo not given)
45) CN(Cc1ccccc1)C(=O)N[C@@H](Cc1ccccc1)C(=O)O
46) c1ccc(CSc2ccc(-c3ccco3)nn2)cc1
47) COc1ccccc1NC1=NC(CO)(CO)CS1
48) Cc1ccccc1/[N+]([O-])=C/c1cccs1

Assay by compound,43,44,45,46,47,48
STEP inh,-1,·,2,0,-1,0
MT1-MMP act inh,0,3,4,0,-1,1
CendR NRP1 mod,2,-5,15,-11,4,-3
SKN-1 block,41*,1,6,36*,-5,-1
Rpn11 inh,i,·,i,i,i,i
DNMT1 block,-4,·,1,2,0,-11
Scp1 inh,-6,·,-2,-1,-11,-3
LMPTP inh,-1.4,-2.0,-3.6,1.7,-0.7,-0.6
NadD inh,-7,0,3,5,4,2
SUMO1-SIM PPI,2,5,-1,-6,-2,0
